# Bioassay records: PubChem BioAssay, Sanford-Burnham Center for Chemical Genomics
# GRIN3A LBD mod: binders of NR3A ligand-binding domain, primary screen, biophysical, differential scanning fluorimetry, uHTS. Glutamate receptor ionotropic, NMDA 3A (GRIN3A) ligand-binding domain. NR3A LBD differential scanning fluorimetry, Tm shift; 0% = protein alone, 100% = glycine-bound protein. Tm shift relative to glycine control, % at 25 µM. actives 2.5% (n = 340,000);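 active means melting temperature shift of at least 10% of the positive control shift, at one fixed dose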
# mIAP block: inhibitors of mouse IAP, primary screen, biochemical, luminescence, uHTS; intestinal alkaline phosphatase [Mus musculus]; purified mouse IAP, CDP-Star luminescence, 30 min; inhibition, % at 10 µM; actives 0.2% (n = 330,000);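 active means inhibition of at least 40% at 10 µM in the primary screen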;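 further: plate controls were DMSO with enzyme for no effect and no enzyme wells for full effect; values of inactives mirror those of a sister screen read the other way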
# hIAP inh: human IAP inhibitors, primary screen, biochemical, luminescence, uHTS. purified IAP, CDP-Star luminescence, 30 min. inhibition, % at 10 µM. actives 0.12% (n = 330,000). AID 2544, 2010;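 active means inhibition reaching a set limit with compound at 10 µM in the primary screen, cut at about 35% in these data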;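 further: plate controls were DMSO wells with enzyme for no effect and no-enzyme buffer wells for full effect; values of inactives mirror those of a sister screen read the other way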
# Target sequence (P09923 whole entry, looked up): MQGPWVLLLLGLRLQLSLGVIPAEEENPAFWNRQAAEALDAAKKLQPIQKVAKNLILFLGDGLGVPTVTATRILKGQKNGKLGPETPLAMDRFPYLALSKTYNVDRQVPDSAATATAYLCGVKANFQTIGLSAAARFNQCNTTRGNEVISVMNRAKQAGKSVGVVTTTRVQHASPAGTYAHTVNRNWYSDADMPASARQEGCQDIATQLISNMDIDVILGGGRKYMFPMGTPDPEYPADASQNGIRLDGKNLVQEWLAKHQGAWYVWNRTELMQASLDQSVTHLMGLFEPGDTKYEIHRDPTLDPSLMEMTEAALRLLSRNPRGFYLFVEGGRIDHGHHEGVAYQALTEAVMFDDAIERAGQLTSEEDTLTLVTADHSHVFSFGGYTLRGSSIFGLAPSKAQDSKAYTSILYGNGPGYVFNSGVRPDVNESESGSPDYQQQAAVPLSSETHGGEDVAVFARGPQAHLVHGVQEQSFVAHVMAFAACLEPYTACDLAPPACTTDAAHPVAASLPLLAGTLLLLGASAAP
# MIN6 prolif: inducers of MIN6 beta-cell proliferation, primary screen, ATP luminescence, uHTS. actives 0.29% (n = 330,000). AID 2380, 2010. proliferation, % at 10 µM. MIN6 cells proliferation, ATPlite luminescence, 48 h; cells starved in 0.2% serum; 100% = growth in 10% serum;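 active means compounds whose signal lies at least 3.5 SD above the mean of all wells on their plate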;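 further: 0% = DMSO-treated cells in low-serum medium and 100% = 10% serum control; some compounds called inactive have numbers as strong as hits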
# mIAP act: activators of mouse IAP, primary screen, biochemical, luminescence, uHTS; intestinal alkaline phosphatase [Mus musculus]; muIAP, CDP-Star luminescence, 30 min; hits give high values; 1 = vehicle-only enzyme signal, 0 = enzyme-free wells; activation factor at 10 µM; actives 0.24% (n = 330,000);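 active means activation factor of at least 2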; further: the source names both 10 and 20 µM as test concentration; values of inactives mirror those of a sister screen read the other way
#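 System: mouse IAP enzyme. Reagent: CDP-Star chemiluminescent phosphatase substrate. Benchmarks: DMSO wells, no-enzyme wells. Times: 30 min enzyme-substrate-compound incubation at room temperature. Detection: luminescence from enzymatic CDP-Star hydrolysis. Doses: test compounds delivered from DMSO solution.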
# MPTP block: mitochondrial permeability transition pore inhibitors, primary screen, biochemical, isolated mouse mitochondria, absorbance | Ca2+ swelling absorbance, 30 min | inhibition, % at 10 µM | actives 1.4% (n = 360,000) | AID 602449, 2012;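 active means inhibition of 50% or more, scaled per plate between neutral and stimulator controls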;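 further: 0% = DMSO wells given calcium and 100% = 1 mM EGTA wells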
# APOBEC3A inh: APOBEC3A ssDNA deaminase inhibitors, primary screen, selectivity assay for APOBEC3G inhibitor project, biochemical, FAM/TAMRA oligo cleavage fluorescence; recombinant A3A, FAM/TAMRA ssDNA deamination fluorescence; DNA dC->dU-editing enzyme APOBEC-3A (Homo sapiens), P31941; actives 0.41% (n = 330,000); inhibition, % at 20 µM;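 active means at least 40% inhibition at 20 µM here, with at most 30% in a related deaminase screen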;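 further: plate controls were A3A with DMSO for no effect and wells lacking A3A enzyme for full effect; some results filed as inactive read as strong as hits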
# Target sequence (P31941 whole entry, looked up): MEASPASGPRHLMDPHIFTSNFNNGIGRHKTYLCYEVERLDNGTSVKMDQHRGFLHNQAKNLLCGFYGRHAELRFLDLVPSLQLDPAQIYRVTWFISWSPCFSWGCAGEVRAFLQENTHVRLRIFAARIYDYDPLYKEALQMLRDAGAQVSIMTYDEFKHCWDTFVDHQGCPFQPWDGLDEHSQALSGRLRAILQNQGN
# APOBEC3G inh: APOBEC3G DNA deaminase inhibitors, primary screen, biochemical, fluorescence, single-stranded DNA substrate, uHTS. actives 0.28% (n = 330,000). inhibition, % at 20 µM. recombinant A3G, ssDNA deamination FAM/TAMRA fluorescence. DNA dC->dU-editing enzyme APOBEC-3G (Homo sapiens), Q9HC16;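 active means inhibition of at least 40% at 20 µM, with no more than 30% in the related APOBEC3A deaminase screen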;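 further: plate controls were DMSO wells with A3G for no effect and wells lacking A3G enzyme for full effect; some compounds called inactive have numbers as strong as hits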
# hIAP activ: human IAP activators, primary screen, biochemical, luminescence, uHTS; Intestinal-type alkaline phosphatase (Homo sapiens), P09923; purified human IAP, CDP-Star luminescence, 30 min; hits give high values; 1 = vehicle-only enzyme, 0 = enzyme-free background; activation factor at 10 µM; actives 0.16% (n = 330,000); AID 2524, 2010;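 active means activation factor of the enzyme at least 2-fold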; further: the source names both 10 and 20 µM as test concentration; values of inactives mirror those of a sister screen read the other way
# Starred values were filed as active, the others as inactive; nt = not tested or not shown.
SMILES	GRIN3A LBD mod	mIAP block	hIAP inh	MIN6 prolif	mIAP act	MPTP block	APOBEC3A inh	APOBEC3G inh	hIAP activ
CCCC(=O)n1nc(-c2ccccc2)nc1SC	2	-7	4	0	1.1	-1.5	-4	-4	0.96
COc1cccc(CC(NC(C)=O)C(=O)NC2CCN(S(=O)(=O)c3ccc4ccccc4c3)CC2)c1 (centres undefined)	-3	2	-3	-3	0.98	-0.4	0	-3	1
CCN(CC)c1cc(C)c2cc(NC(=O)c3ccccc3F)ccc2n1	-1	13	24	-4	0.87	2.0	-3	39	0.76
Cc1cccc(C(=O)Oc2ccccc2C2C[C@]3(C)CC(=O)NC3N2C(=O)c2cccc(C)c2)c1 (some centres undefined)	-1	0	-1	4	1	0.0	3	-1	1
COc1ccccc1N(C)S(=O)(=O)c1ccc(C(=O)N2CCCc3ccccc32)cc1	-2	1	-5	-1	0.99	2.7	-6	-6	1
Cc1ccc(C2=NN(C(=O)CCl)C(c3cccs3)C2)o1 (centres undefined)	2	1	1	-6	0.99	9.5	5	-4	0.99
N=c1n(CCN2CCCCC2)c2ccccc2n1CC(=O)c1cccc([N+](=O)[O-])c1	-1	1	-31	-4	0.99	4.3	-3	-4	1.3
COc1cc2[nH]c(C(=O)N3CCN(c4ccccc4F)CC3)cc2c(OC)c1OC	-1	-2	2	0	1	-0.1	0	-3	0.98
Cn1c(=O)oc2cc(S(=O)(=O)NC(Cc3ccccc3)C(=O)N3CCCCC3)ccc21 (centres undefined)	-2	-2	12	0	1	-0.6	0	-5	0.88
Cc1ccc(S(=O)(=O)Nc2cc(C)c(O)cc2C)cc1	0	-7	18	-4	1.1	0.4	2	-4	0.82
CC1(c2ccc(OC(F)F)cc2)NC(=O)N(CC(=O)N2c3ccccc3NC(=O)C2(C)C)C1=O (centres undefined)	-4	18	4	1	0.82	-0.3	0	-4	0.96
Cc1ccc(-c2cc(C(=O)Nc3cc(C)on3)c3ccccc3n2)c(C)c1	-1	14	20	-2	0.86	0.1	1	4	0.81
CC(C)CN(C#N)c1nc(N2CCOCC2)nc(N2CCOCC2)n1	0	-3	-2	-4	1	-1.2	-2	-3	1
Cc1ccc(NC(=O)NC(=O)c2ccccc2)cc1F	-1	0	6	-2	1	1.0	-6	-3	0.94
O=C(c1ccc(F)c(S(=O)(=O)N2CCOCC2)c1)N(CCc1ccccc1)Cc1ccccc1	0	-3	2	-2	1	0.0	-2	-3	0.97
Cc1cccc(N2C(=O)CS/C2=N\NC(=O)c2ccc(Cl)cc2)c1C	-1	7	-1	2	0.93	-1.5	-2	-1	1
Nc1nc(SCC(=O)Nc2ccc(OCc3ccccc3)cc2)n[nH]1	1	5	-49	1	0.95	6.2	-8	-5	1.5
COc1cc(NS(=O)(=O)c2ccc(NC(=O)c3ccc(F)cc3)cc2)ncn1	13*	-11	-4	-4	1.1	1.4	-2	11	1
COc1ccc(-c2cn3cc(C)ccc3n2)cc1OC	1	-27	-11	-5	1.3	-0.2	-5	-5	1.1
O=C(NCCc1ccc(F)cc1)c1n[nH]c2ccccc12	0	-6	-34	-2	1.1	-1.6	-3	1	1.3
C=CCC[C@@H](Cc1ccc(F)cc1)C(=O)OC[C@H](Cc1c[nH]c2ccccc12)NC(=O)[C@@H](CC=C)CC(=O)N[C@@H](CO)Cc1ccccc1	8	3	7	-6	0.97	-1.6	-1	-5	0.93
COc1ccc(CNC(=O)CCSc2ccc(F)cc2)cc1OC	0	-7	-5	-2	1.1	-0.1	4	7	1.1
Cc1cc(S(=O)(=O)N2CCOCC2)ccc1OCC(=O)Nc1ccc(Br)cc1F	-2	2	4	2	0.98	2.8	6	-6	0.96
c1ccc(Cc2noc(CN3CCN(Cc4ccc5c(c4)OCO5)CC3)n2)cc1	0	2	7	-2	0.98	-1.3	-2	-2	0.93
CCc1cccc(OCCCCNCCCOC)c1	1	0	7	0	0.99	0.6	0	-4	0.93
CCCCNC(=O)CSc1nc2c(sc(=S)n2-c2cc(Cl)ccc2OC)c(=O)[nH]1	-1	0	4	-4	1	1.3	-4	-8	0.96
CC(C)Oc1ccc(S(=O)(=O)N2CCCCC2)cc1NC(=O)CN1C(=O)NC2(CCCC2)C1=O	-1	10	2	1	0.9	1.4	11	-7	0.98
CC1CCC(C(C)C)C(OP(=O)(c2ccccc2)C(O)c2ccncc2)C1 (centres undefined)	-1	4	6	1	0.96	-1.1	-4	-7	0.94
O=C(CSc1nnc(Nc2ccccc2)s1)NN1C(=O)NC2(CCCCC2)C1=O	-9	-4	-84	1	1	-0.4	-2	-5	1.8
Cc1cc(NC(=O)c2ccccc2)c(Cl)cc1N	2	0	21	-1	1	-0.1	-1	-1	0.79
O=C(COc1cccc(Cl)c1)Nc1ccc(N2CCOCC2)cc1	-2	-4	-9	-1	1	-3.3	-2	-2	1.1
O=C(Cc1ccccc1)OCC(=O)c1cccc([N+](=O)[O-])c1	0	0	-3	0	1	-0.4	-2	-5	1
CN(C)c1nc(C#N)nc(N2CCOCC2)n1	1	-4	-11	2	1	-4.2	-3	-11	1.1
Cc1cccn2c(=O)c3cc(C(=O)NCCC4=CCCCC4)n(C)c3nc12	1	-33	-42	-3	1.3	1.1	-1	-1	1.4
C=CCN1C(=O)c2ccccc2NC1c1cc(Br)cs1 (centres undefined)	-3	-4	1	0	1	-1.1	-1	-6	0.99
Cc1ccc(-n2nnnc2Sc2nc([N+](=O)[O-])nn2C)cc1	1	-3	19	-2	1	0.1	1	0	0.81
COc1ccc([N+](=O)[O-])cc1-n1cccc1	-4	-5	4	2	1.1	-0.8	-6	-9	0.96
CCOC(=O)N1CCN(c2ccc(S(=O)(=O)N(Cc3ccccc3)Cc3ccccc3)cn2)CC1	1	4	-7	-5	0.95	44	-4	-7	1.1
CCOc1ccc(N2CC(=O)SC2=S)cc1	2	20	16	-3	0.81	0.5	0	-2	0.84
COC(=O)c1cc(NC(=O)c2cccc(C(F)(F)F)c2)c(=O)oc1C	3	2	-8	1	0.98	-1.1	-3	-5	1.1
Cc1ccc(-n2ccn(CC(=O)NCCc3ccccc3)c(=O)c2=O)cc1C	1	0	-18	-3	1	-1.4	-1	-5	1.2
O=C(CSc1nnc(NC(=O)c2ccco2)s1)Nc1ccc2c(c1)OCCO2	0	2	-21	-4	0.98	2.2	10	-8	1.2
CCSc1nnc(NC(=O)C(C)Sc2nc3ccccc3[nH]2)s1 (centres undefined)	-7	14	-29	1	0.86	8.0	-3	-4	1.3
CCOC(=O)C1CCCN(C(=O)CCCOc2cc(=O)n(C)c3ccccc23)C1 (centres undefined)	-1	-4	0	1	1	0.4	1	-1	1
CCOc1ccccc1CN1CCNC(=O)C1CC(=O)NCCC1=CCCCC1 (centres undefined)	3	-12	9	2	1.1	-0.1	4	17	0.91
COc1ccc(OC)c(NC(=O)CCN2CCN(CCO)CC2)c1	-3	-3	7	-2	1	-0.4	-2	-1	0.93
Cc1cc(F)ccc1S(=O)(=O)N1CCCOC1CNC(=O)C(=O)NCCC1=CCCCC1 (centres undefined)	-1	-11	-4	-3	1.1	-0.7	6	-4	1
COc1ccc2c(c1OC)C(=O)N1c3ccccc3C(=O)N(c3ccc(F)cc3)C21 (centres undefined)	0	7	-18	5	0.93	1.2	4	-1	1.2
CCOC(=O)c1ccc(NC(=O)CSc2ccc(-c3ccncc3)nn2)cc1	-1	-1	-10	-4	1	3.2	1	-3	1.1
Cn1c(=O)c2c(nc(Oc3cccc(Br)c3)n2C)n(C)c1=O	-2	4	-26	-4	0.96	-0.1	7	9	1.3

# (more compounds)
SMILES	GRIN3A LBD mod	mIAP block	hIAP inh	MIN6 prolif	mIAP act	MPTP block	APOBEC3A inh	APOBEC3G inh	hIAP activ
CCOC(=O)/C=C/C(=O)OCc1csc(CC(=O)Nc2ccccc2C)n1	-2	-4	2	-6	1	-0.6	9	3	0.98
Cc1cccc(C(=O)NCCNC(=O)c2cccnc2)c1	-5	-4	3	-1	1	-1.5	-3	-9	0.97
CC(=O)NC(CC(=O)OCC(=O)Nc1ccc2c(c1)OCO2)c1ccccc1 (centres undefined)	1	8	-5	-5	0.92	-0.5	-3	-9	1
CCOc1ccc(NC(=O)CN2CCc3ccccc3C2)cc1	0	-2	16	-4	1	-0.3	1	10	0.84
O=c1c2ccccc2[nH]c(=S)n1CCCn1ccnc1	0	-1	-19	-5	1	0.6	0	-3	1.2
COc1ccc(-c2nn(-c3ccccc3)cc2CNCc2cccnc2)c(F)c1	-1	5	10	-1	0.95	-0.2	-1	-13	0.9
CN=C1SC(CC(=O)Nc2ccc(C(=O)O)cc2)C(=O)N1C (centres undefined)	-3	-2	16	2	1	-1.2	5	-1	0.84
CCOc1ncnc2c1[nH]c1ccccc12	-1	-8	-6	-2	1.1	7.9	0	-2	1.1
CCN(CC)C(=O)[C@H]1CC(CC(=O)NC/C=C(\C)CCC=C(C)C)C(=O)N2CCc3c([nH]c4ccc(OC)cc34)[C@]12C (some centres undefined)	-1	-22	nt	nt	1.2	-0.8	5	10	nt
CCOC(=O)C1C2C=CC3(CN(c4cccc(Cl)c4)C(=O)C13)O2 (centres undefined)	0	12	-2	-2	0.88	-1.2	1	1	1
Cc1cc(=O)oc2ccc(OCC(=O)N(Cc3ccc(F)cc3)Cc3ccco3)cc12	0	4	6	0	0.96	0.5	1	-2	0.94
O=C(CSc1nc(Nc2ccccc2)nc(N2CCOCC2)n1)Nc1ccccc1Cl	-5	-5	-11	-4	1	1.7	-3	-6	1.1
COc1cc(/C=N/NC(=O)COc2ccccc2[N+](=O)[O-])ccc1OC(=O)c1ccco1	-15	0	16	0	0.99	-2.1	0	-8	0.84
O=C(CCSCCC(=O)NCC1CCCO1)NCC1CCCO1 (centres undefined)	0	5	3	-1	0.95	0.2	-6	-5	0.97
COc1ccc(N2CCN(C3CCCN(Cc4ccccc4OCCO)C3)CC2)cc1 (centres undefined)	-1	-7	0	-3	1.1	1.2	-1	2	1
O=C(NCc1ccc(-c2csnn2)cc1)c1cccs1	3	0	14	-2	1	0.3	3	-1	0.86
Cc1cc(C)nc(SCC(=O)Nc2ccc(S(=O)(=O)Nc3ncccn3)cc2)n1	-1	1	11	3	0.99	-1.7	-5	-7	0.89
